CF NFkB inh = cystic fibrosis NF-kB activation inhibition; KKLEB NF-kB-GFP reporter, PAF-induced, GFP fluorescence overnight; inhibition, % at 5 µM; actives 0.86% (n = 360,000); AID 588850;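 active means at least 50% inhibition at 5 µM, scaled per plate between neutral and stimulator controls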;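 further: PAF is a Pseudomonas aeruginosa culture filtrate used as stimulus; plate controls were PAF-stimulated DMSO wells for no effect and unstimulated DMSO wells for full effect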
TWEAK-Fn14 inh = TWEAK-Fn14 signaling inhibition | TWEAK-stimulated Fn14 reporter cells, luciferase luminescence, 8 h | inhibition, % at 10 µM | actives 2% (n = 360,000) | AID 1159606; in the data active means inhibition above about 50%
COUP-TFII inh = blocks human COUP-TFII nuclear receptor. AID 686940. actives 0.7% (n = 370,000). inhibition, % at 8.6 µM. P24468. HEK293T NGFI-A luciferase reporter, luminescence;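 active means inhibition above a per-plate cutoff, mean inhibition of test wells between control levels plus 3 SD, cut at about 38% in these data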;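 further: cells cotransfected with COUP-TFII expression vector driving the NGFI-A reporter; 0% = median of COUP-TF2 test wells and 100% = reporter-only cells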
Target sequence (P24468 whole entry, looked up): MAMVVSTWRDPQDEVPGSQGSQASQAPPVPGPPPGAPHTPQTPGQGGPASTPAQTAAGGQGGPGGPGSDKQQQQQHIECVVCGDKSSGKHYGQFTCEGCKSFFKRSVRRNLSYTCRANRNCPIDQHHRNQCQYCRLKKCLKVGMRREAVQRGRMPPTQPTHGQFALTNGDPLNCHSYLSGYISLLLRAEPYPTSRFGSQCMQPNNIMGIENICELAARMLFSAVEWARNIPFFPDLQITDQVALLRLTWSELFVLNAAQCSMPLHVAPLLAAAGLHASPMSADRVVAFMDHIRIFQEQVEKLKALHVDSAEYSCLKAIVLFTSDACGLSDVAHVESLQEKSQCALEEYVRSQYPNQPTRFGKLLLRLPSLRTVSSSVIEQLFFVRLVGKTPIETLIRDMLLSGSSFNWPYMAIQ
TROY signal inh = blocks TROY-dependent signaling in reporter cells; Q293 LMP1-TROYcd NF-kB luciferase reporter, 4 h; inhibition, % at 10 µM; actives 0.98% (n = 360,000);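 active means compounds whose plate-normalised and pattern-corrected inhibition of the luciferase reporter signal at the single screening dose is 50% or more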
NCOA3 inh = inhibitors of human steroid receptor coactivator 3 (SRC3) | inhibition, % at 3.6 µM | actives 0.17% (n = 360,000) | Q9Y6Q9 | HEK293 GAL4-SRC3 luciferase reporter, luminescence;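 active means inhibition above a per-campaign cutoff, the mean of all compounds plus 3 SD, cut at about 60% in these data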;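 further: 0% = DMSO-treated cells and 100% = gossypol-treated cells at 36 µM; higher means less SRC3-driven luciferase light from the GAL4 reporter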
LMP1 NFkB inh = Epstein-Barr LMP1 NF-kappaB reporter inhibition; LMP1-induced NF-kappaB luciferase reporter cells, luminescence; inhibition, % at 12.5 µM; actives 0.69% (n = 350,000); AID 504558; in the data active means inhibition above about 41%;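 further: 0% = neutral control wells and 100% = reference inhibitor control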
SRC2 inh = inhibits human steroid receptor coactivator 2; Q15596; HEK293 GAL4-SRC2 luciferase reporter, luminescence; inhibition, % at 9 µM; actives 0.17% (n = 370,000); AID 651957;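 active means inhibition above the mean inhibition of all tested compounds plus 3 SD, set per campaign, cut at about 52% in these data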;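 further: 0% = DMSO treated cells and 100% = cells given Gossypol at 36 µM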
SRC1 inh = inhibitors of human steroid receptor coactivator 1 (SRC1); HEK293 GAL4-SRC1 luciferase reporter, luminescence; actives 0.12% (n = 360,000); Q15788; inhibition, % at 3.6 µM;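 active means inhibition above the campaign mean plus 3 SD, with each screening campaign given its own cutoff, cut at about 60% in these data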;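 further: 0% = DMSO treated cells and 100% = gossypol at 36 µM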
KKLEB cytotox = CF airway cell cytotoxicity counter-screen; activity change (cytotoxicity), % at 5 µM; actives 0.36% (n = 360,000); AID 602141; KKLEB CF airway cells viability, ATPlite luminescence, overnight; active compounds read low; cells stimulated with P. aeruginosa culture filtrate;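 active means corrected activity change at or below -50% at 5 µM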
LRH-1 inv ag = suppresses constitutive activity of human LRH-1. O00482. actives 0.13% (n = 360,000). inhibition, % at 3.6 µM. HEK293T StAR-luciferase reporter, LRH-1 transfected, 24 h;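 active means inhibition above the mean inhibition of all tested compounds plus 3 SD, cut at about 73% in these data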;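 further: 0% = DMSO wells and 100% = reporter-only cells lacking LRH-1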
Target sequence (O00482 whole entry, looked up): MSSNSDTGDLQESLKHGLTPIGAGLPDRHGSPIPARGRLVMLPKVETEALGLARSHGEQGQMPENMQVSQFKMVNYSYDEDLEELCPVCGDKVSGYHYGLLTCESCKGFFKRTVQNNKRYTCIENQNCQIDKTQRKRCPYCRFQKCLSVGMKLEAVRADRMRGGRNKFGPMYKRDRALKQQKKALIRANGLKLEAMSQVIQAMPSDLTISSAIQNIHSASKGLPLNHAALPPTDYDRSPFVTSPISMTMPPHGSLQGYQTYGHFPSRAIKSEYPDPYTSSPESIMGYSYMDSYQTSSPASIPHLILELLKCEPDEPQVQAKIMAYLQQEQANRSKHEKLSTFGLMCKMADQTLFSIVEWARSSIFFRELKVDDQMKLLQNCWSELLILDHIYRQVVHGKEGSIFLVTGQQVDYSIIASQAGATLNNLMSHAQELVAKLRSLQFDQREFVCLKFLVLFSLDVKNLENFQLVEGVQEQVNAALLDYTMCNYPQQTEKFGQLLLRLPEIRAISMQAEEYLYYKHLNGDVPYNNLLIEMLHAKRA
TRAIL sens C8 = caspase-8 TRAIL sensitization; NB7+C8 cells + TRAIL, ATPlite viability luminescence; AID 624354; inhibition (viability loss, TRAIL sensitization), % at 10 µM; actives 1% (n = 360,000);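 active means compounds causing at least 50% loss of cell viability in the single-dose screen, relative to plate controls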
* hit, by the source's call; . = not tested or not shown.

SMILES	CF NFkB inh	TWEAK-Fn14 inh	COUP-TFII inh	TROY signal inh	NCOA3 inh	LMP1 NFkB inh	SRC2 inh	SRC1 inh	KKLEB cytotox	LRH-1 inv ag	TRAIL sens C8
COc1ccc(CCC(=O)Nc2cccc(S(=O)(=O)N3CCCCCC3)c2)cc1OC	14	31	16	25	19	8	1	18	-4	-26	11
O=C(CCNC(=O)Cn1ccc2ccccc2c1=O)NCCCN1CCN(c2ccccc2F)CC1	0	4	0	-2	8	1	-27	-8	-3	-6	9
CCOC(=O)N1CCN(C(=O)Cn2nc(C)c3sc4ccccc4c3c2=O)CC1	-11	1	-3	6	3	3	22	-28	6	-7	-4
CSc1c(CC(=O)NCCO)n(C)c2ccccc12	-10	12	6	-6	8	3	0	-5	5	18	-1
O=C1CSC(=S)N1c1ccc(Cl)c(Cl)c1	-13	50	5	33	13	.	-5	3	7	0	-2
Cc1ccn2c(-c3csc(NCc4ccco4)n3)c(C)nc2c1	2	8	7	17	0	10	6	-6	2	5	0
O=C(NCCN1CCOCC1)C1CCC(=O)N1Cc1ccccc1Cl (stereo not drawn)	2	-13	-17	2	7	-2	-10	-6	10	-17	1
COc1cc(NC(=O)c2cc(-c3ccc4c(c3)OCO4)on2)cc(OC)c1OC	10	36	-6	5	-29	-1	-22	2	-1	-23	-3
CN(C)CCNC(=O)c1cccc(-c2cnc3c(NC=O)cc(-c4cccc(F)c4)cn23)c1	-40	14	-16	-2	-6	.	-6	5	2	6	-3
Cc1ccc([C@@H]2[C@@H]3C(=O)N(C)C(=O)[C@@H]3[C@]3(C)C(=O)N(Cc4ccc(-c5ccccc5)cc4)CC(=O)N23)o1	14	20	0	1	-10	7	9	3	-2	-9	-2

One compound at a time, from the list above. Order of screens: CF NFkB inh, TWEAK-Fn14 inh, COUP-TFII inh, TROY signal inh, NCOA3 inh, LMP1 NFkB inh, SRC2 inh, SRC1 inh, KKLEB cytotox, LRH-1 inv ag, TRAIL sens C8
Listed for O=C1CSC(=S)N1c1ccc(Cl)c(Cl)c1 → -13, 50, 5, 33, 13, ., -5, 3, 7, 0, -2
Listed for O=C(NCCN1CCOCC1)C1CCC(=O)N1Cc1ccccc1Cl (stereo not drawn) → 2, -13, -17, 2, 7, -2, -10, -6, 10, -17, 1
Listed for Cc1ccc([C@@H]2[C@@H]3C(=O)N(C)C(=O)[C@@H]3[C@]3(C)C(=O)N(Cc4ccc(-c5ccccc5)cc4)CC(=O)N23)o1 → 14, 20, 0, 1, -10, 7, 9, 3, -2, -9, -2

Following part
SMILES	CF NFkB inh	TWEAK-Fn14 inh	COUP-TFII inh	TROY signal inh	NCOA3 inh	LMP1 NFkB inh	SRC2 inh	SRC1 inh	KKLEB cytotox	LRH-1 inv ag	TRAIL sens C8
OC[C@@H]1CN(Cc2ccc(Cl)cc2)C[C@H](n2cnc3c(NC4CC4)ncnc32)O1	3	-1	2	-12	9	.	-8	-7	9	4	-12
Cc1nn(C)cc1S(=O)(=O)NCc1ccc2c(c1)OCO2	-11	-1	7	9	-1	-1	3	8	0	-8	-5
O=C(O)c1cccc(N2C(=O)/C(=C/c3ccc([N+](=O)[O-])cc3)C=C2c2ccccc2)c1	4	52*	-23	-12	-20	-9	-4	-8	4	-29	-4
Cn1c(C(=O)N2CCN(Cc3ccc4c(c3)OCO4)CC2)cc2c(=O)n(C)c3ccccc3c21	-5	7	-11	-12	11	2	-13	-13	-13	-8	9
Cc1ccc(NC(=O)CCC(=O)Nc2nnc(C3CCCCC3)s2)cc1	-7	-26	7	-21	-15	0	-12	-5	-5	12	-15
CC(C)c1ccc(N=C2N=C(N)c3ccccc32)cc1	48	17	-28	-33	-79	-35	-74	-88	-39	-35	57*
COc1ccccc1NC(=O)CN1C(=O)NC2(CCCCCCC2)C1=O	-6	5	20	-20	20	1	-58	-2	-7	11	10
CCOCCCNC(=O)C(NC(=O)CNC(=O)c1ccccc1)c1ccccc1 (stereo not drawn)	-6	0	-4	-6	4	8	-9	13	-22	9	0
C/C(=N/NC(=O)CNC(=O)c1ccccn1)c1ccccc1	-1	-1	9	-20	-14	12	-11	-3	2	-3	-3
Cc1noc(C)c1COC(=O)/C=C/c1ccc(Cl)cc1	1	-13	-5	-8	-9	0	2	-10	1	7	0
CC(C)Cn1c(SCC(=O)c2c(N)n(C)c(=O)n(C)c2=O)nc2ccccc21	-4	11	10	-17	5	6	-33	-9	7	13	-3
C/C(=N\NC(=O)COc1ccc(C(C)(C)C)cc1)c1cc2ccccc2o1	-3	0	-34	-36	-60	-14	-29	-73	-58*	-10	84*
COc1cccc(-c2nc(-c3ccncc3)no2)c1	-25	11	-21	-17	-70	-15	-65	-113	13	-136	15
CCCCCCn1c(N2CCC(C)CC2)nc2c1c(=O)[nH]c(=O)n2C	14	-1	3	6	9	-20	6	-3	-10	-4	3
Fc1cccc(CO/N=C/c2c(-c3ccccc3)nc3ccc(Cl)cn23)c1	-3	15	-3	5	13	10	9	8	6	-9	-14
CC1CC(C)CN(C(=O)c2ccc(S(=O)(=O)N3CC(C)CC(C)C3)cc2)C1 (stereo not drawn)	9	-1	1	3	-14	-6	23	-10	2	6	11
CC(=O)c1cccc(OCC(=O)Nc2cc(Cl)ccc2-n2cncn2)c1	14	-21	-11	-79	-65	-19	-34	-51	-7	-32	-12
CCC(O)CC(C(=O)NNc1ccccc1)C(=O)NNc1ccccc1 (stereo not drawn)	5	-17	2	-12	39	-17	5	12	-5	12	-6
CCC(C)C(NC(=O)c1ccccc1NC(=O)c1ccco1)C(=O)NNC(=O)c1ccncc1 (stereo not drawn)	-9	-4	-9	2	2	2	-4	4	3	-8	1
CN(CC(=O)N1CCC(C(N)=O)CC1)S(=O)(=O)c1ccc2ccccc2c1	-12	17	12	3	8	-16	-18	-7	3	4	-1
COc1ccc(NC(=O)C(OC(=O)c2cnccn2)c2ccccc2)cc1Cl (stereo not drawn)	-27	-13	-1	-16	-12	0	-16	0	3	18	4
CCNC(=S)N1CCCC(c2nc3ccc(C)cc3[nH]2)C1 (stereo not drawn)	-6	2	-1	-5	2	-8	-13	6	3	-1	-3
C[C@@H]1CN([C@H](C)CO)C(=O)c2cc(NC(=O)Cc3cn(C)c4ccccc34)ccc2O[C@H]1CN(C)S(=O)(=O)c1ccc(F)cc1	-25	-22	-3	-11	10	-2	16	-7	-2	8	-6
COc1ccc(-n2cnc3sc4c(c3c2=O)CCCC4)cc1	23	-23	2	5	-40	11	-30	-17	-2	-77	4
Cc1cc(NS(=O)(=O)c2ccc(NC(=O)c3cccc(OC(F)F)c3)cc2)nc(C)n1	-2	-20	11	19	7	0	13	7	-2	6	-12
CC1Cc2ccccc2N1C(=O)COC(=O)c1n[nH]c(=O)c2ccccc12 (stereo not drawn)	-11	-1	0	18	10	13	-8	11	1	4	0
C=C(C)C1CC=C(C)/C(=N/NC(=O)c2cccc([N+](=O)[O-])c2)C1 (stereo not drawn)	-17	-1	-21	-26	17	2	-19	-7	4	2	2
Cc1cc(C)nc(N/N=C/c2cccc3ccccc23)n1	23	-17	-13	-59	7	-6	-21	-18	1	-26	10
O=C(COc1ncnc2ccccc12)c1ccc(Cl)cc1	6	-20	-32	-26	-36	-32	-39	-60	-3	-103	-3
COc1ccc(C)cc1NC(=O)C(OC(=O)c1cccc(S(=O)(=O)N(C)c2ccccc2)c1)c1ccccc1 (stereo not drawn)	8	9	5	3	9	0	-5	-29	-8	-15	0
COC(=O)c1ccc(C)c(NC(=O)CSc2nnc3ccccn23)c1	-22	10	-4	-9	-4	-1	-16	5	8	-5	4
CCOC(=O)C1CCN(CCC(=O)Nc2ccc(Cl)cc2)CC1	-15	11	5	.	0	-3	-6	4	5	-4	-5
CN(C)c1ccc(C2C3C(=O)N(c4ccc(C(=O)O)cc4)C(=O)C3ON2c2ccccc2)cc1 (stereo not drawn)	5	8	-8	-14	3	-2	-4	-12	-4	-3	-6
O=C1N/C(=N/N=C/c2ccccc2O)SC1Cc1ccc(F)cc1 (stereo not drawn)	13	-13	-17	19	-1	7	-10	-2	1	8	23
Oc1ccc(N=C/C=C/c2cccc(Br)c2)cc1-c1nc2ccccc2s1	-20	0	.	-45	-62	-32	.	-53	-1	-108	17
COc1ccc(-c2cc(=O)oc3c(C)c(OCC(=O)N(C)C)ccc23)cc1	-28	-23	10	-2	-8	3	-21	-21	5	-6	-3
CC(C(=O)Nc1nncs1)N1C(=O)C2C3C=CC(C3)C2C1=O (stereo not drawn)	-8	10	8	4	2	0	1	4	5	6	-9
COc1ccc(-c2cc(C)nc(SCC(=O)c3cccc([N+](=O)[O-])c3)n2)cc1	20	21	9	10	21	-3	-1	11	-7	36	4
Cc1cccc(-c2noc(-c3cc4ccccc4oc3=O)n2)c1	-1	21	-20	-36	-36	-13	-36	-62	-8	-35	6
CCOCCCNC(=S)N1CCN(Cc2ccco2)CC1	-1	19	5	-7	-4	-3	22	-4	6	-4	-6
CNc1c(NC(=O)C2CCC(C)CC2)c(=O)oc2ccccc12 (stereo not drawn)	5	3	-12	13	-31	0	-20	15	-1	-31	-3
O=C(c1ccco1)N1CCN(Cc2cc(=O)oc3cc(O)ccc23)CC1	22	-2	-13	-22	11	-3	-12	-8	-9	-15	5
Cc1noc(C)c1NC(=O)Nc1cccc2c1O[C@@H](CN(C)Cc1ccc3c(c1)OCO3)[C@@H](C)CN([C@H](C)CO)C2=O	1	-6	-15	-14	9	-1	-11	0	-2	-13	-35
N#CCC(=O)Nc1ccc(C(F)(F)F)cc1N1CCOCC1	6	17	12	-4	-7	6	23	3	-2	3	-3
CCCn1cnnc1CNC(=O)[C@H]1O[C@@H](n2cnc3c(N)ncnc32)[C@H](O)[C@@H]1O	-3	-1	17	0	22	.	13	3	-4	-4	-3
CC(C)(C)NC(=O)NC(=O)CSc1ncccn1	5	3	6	2	11	2	-8	1	2	7	-3
CC(C)C[C@H](NC(=O)OC(C)(C)C)C(=O)N[C@@H](CO)[C@H](O)[C@@H]1C[C@@H]1C(=O)NC1CCCCC1	4	9	-3	3	-4	3	6	-56	-4	-6	1
Cc1ccc(C=Nc2ccccc2C#N)s1	0	0	-7	14	-7	-2	-8	-21	17	2	0
CC1CCC(NC(=O)c2ccc(S(C)(=O)=O)cc2)CC1 (stereo not drawn)	-7	-1	-12	-42	-18	-7	-20	-49	-13	-14	-3
CN(C(=O)CSc1ncnc2sc3c(c12)CCCC3)C1CCS(=O)(=O)C1 (stereo not drawn)	0	13	13	5	6	-2	-13	-1	12	-10	-5

Following part:
SMILES	CF NFkB inh	TWEAK-Fn14 inh	COUP-TFII inh	TROY signal inh	NCOA3 inh	LMP1 NFkB inh	SRC2 inh	SRC1 inh	KKLEB cytotox	LRH-1 inv ag	TRAIL sens C8
N#Cc1ccccc1OCC(=O)OCC(=O)c1ccc2c(c1)NC(=O)CO2	0	-7	-7	10	-14	-10	-30	-7	7	1	10
Cc1cccc(COCC(Cc2ccccc2)N2CCN(C(=O)c3cc(Cl)cc(Cl)c3)CCC2=O)c1 (stereo not drawn)	-3	12	.	0	-8	1	.	-16	-8	6	11
CC(C)(C)OC(=O)N1CCCC(C(=O)Nc2cccc(C(=O)NCc3ccccc3)c2)C1 (stereo not drawn)	-11	11	5	8	12	0	-50	5	7	12	6
COc1ccc(CNCCNC(=O)c2cccs2)c(OC)c1OC	-6	6	14	-16	-2	1	35	12	-12	-3	3
COc1ccc(Oc2coc3cc(OC(=O)N4CCOCC4)ccc3c2=O)cc1	3	1	18	19	-1	1	6	-16	15	24	9

Source: PubChem (several laboratories)
